Bioassay records (PubChem BioAssay)
All columns: NCI-60 one-dose screen, growth in % after 48 h at 10 µM unless noted; 100 = growth as untreated, 0 = no growth, -100 = all killed.
SNB-75: SNB-75 CNS cancer | hit rate 5% among 79,000 | AID 1794750
SF-539: SF-539 CNS cancer; hit rate 6.8% among 81,000; AID 1794752
U251: U251 CNS tumor cells. hit rate 5.4% among 80,000
PC-3: PC-3 prostate cancer cells; hit rate 3.9% among 80,000
SF-295: SF-295 CNS cancer cells. hit rate 5.6% among 79,000. AID 1794758
HCC-2998: HCC-2998 colon cancer | hit rate 4.7% among 79,000
SNB-19: SNB-19 CNS cancer cells; hit rate 2.5% among 81,000
SF-268: SF-268 CNS cancer cells. hit rate 3.1% among 82,000
DU-145: DU-145 prostate cancer. hit rate 4.2% among 81,000. AID 1794760
Starred values were filed as active, the others as inactive; . = no result given. Rule for the calls: active = growth percent below 10; inactive = the rest. Compounds as they come; about 9.9% have a hit in one of these screens.

SMILES | SNB-75 | SF-539 | U251 | PC-3 | SF-295 | HCC-2998 | SNB-19 | SF-268 | DU-145
COc1cc2c(cc1OC)C(c1ccccc1[N+](=O)[O-])=NCC2 | 81 | 110 | . | 83 | 99 | 99 | 90 | 102 | 105
O=[N+]([O-])c1ccc(C2N(Cc3ccc(Cl)cc3)CCN2Cc2ccc(Cl)cc2)cc1 | 74 | 86 | 88 | 82 | 92 | 95 | 97 | 90 | 107
CCCC(=O)NCCNc1nccc(Nc2ccc(S(=O)(=O)Nc3ccccn3)cc2)n1 | 111 | 104 | 92 | 85 | 103 | 102 | 91 | 97 | 103
COc1ccc(/C(N)=N/OC(=O)CSc2nc3ccccc3s2)cc1 | 97 | 103 | 96 | 103 | 102 | 100 | 98 | 102 | 105
O=S(=O)(Oc1ccc(-c2ccc3occc3c2)cc1)c1ccccc1 | 102 | 102 | 95 | 92 | 97 | 97 | 97 | 107 | 107
CCOC(=O)C1=C(N)N(c2ccc(Cl)cc2)C2=C(C(=O)CC(C)(C)C2)C1c1ccc([N+](=O)[O-])cc1 (configuration not stated) | 97 | 92 | 103 | 74 | 90 | 94 | 93 | 100 | 113
O=[N+]([O-])c1cnc(Cl)c(Br)c1 | 90 | 98 | 98 | 93 | 96 | 105 | 108 | 99 | 106
CCCCn1c(=O)c(/C=C/c2cc(/C=C/c3cc4cc(OC)ccc4n(CCCC)c3=O)n(-c3ccccc3)n2)cc2cc(OC)ccc21 | 90 | 108 | 101 | 93 | 99 | 105 | 92 | 101 | 113
CN1CCN(c2ccc(-c3cc4c(Nc5ccc(F)c(Cl)c5)ncnn4c3)cn2)CC1 | 72 | 68 | 82 | 94 | 103 | 99 | 96 | 99 | 58
Cc1ccc2c3c(cccc13)-c1ccccc1C2=O | 90 | 97 | 88 | 91 | 95 | 89 | 97 | 96 | 101
O=C1CC2C=CCN2C=C1NC(=O)C1CCCCC1 (configuration not stated) | 87 | 98 | 98 | 95 | 99 | 88 | 111 | 95 | 99
O=C(O)c1ccc(-n2cc(CO)c(-c3cc(C(F)(F)F)cc(C(F)(F)F)c3)n2)cc1 | 66 | 66 | 92 | 107 | 90 | 106 | 90 | 83 | 98
Nc1nc(N)c2cc(Sc3cccc(C(F)(F)F)c3)ccc2n1 | 43 | 29 | 19 | 28 | . | -57* | 35 | 30 | 29
c1nc(SC2=NCCN2)c2[nH]cnc2n1 | 53 | 24 | 79 | 57 | 29 | 33 | 103 | 47 | 37
COc1ccc(C(=O)c2cc3c(N)c(C(=O)Nc4ccc(C)cc4)sc3nc2C)cc1 | -2.4* | -16* | 19 | 25 | 10.0* | 14 | 29 | 39 | 17
O=C1CC(c2ccccc2)Cc2nc3ccc(Br)cc3cc21 (configuration not stated) | 37 | 1.6* | 18 | 32 | 17 | 27 | 27 | 47 | -3.2*
Oc1ccc(CCC2CCCC(CCc3ccc(OCCF)cc3)N2)cc1 (configuration not stated) | 79 | 104 | 86 | 88 | 96 | 88 | 101 | 99 | 109
NS(=O)(=O)Oc1ccc2c(c1)O/C(=C\c1ccc(N3CCN(Cc4ccccc4)CC3)cc1)C2=O | 98 | 98 | 85 | 68 | 97 | 93 | 97 | 93 | 99
C[n+]1cc[nH]c1CN(c1ccc(Cl)cc1)[C@@H]1c2cc(S(=O)(=O)N3CCCCC3)ccc2OC(C)(C)[C@H]1O | 70 | 99 | 89 | 70 | 83 | 94 | 92 | 78 | 102
COc1cc(OC)c(-c2nc3ccccc3s2)c(OC)c1 | 79 | 101 | 99 | 82 | 101 | 119 | 98 | 92 | 108
Cn1c(=O)ccc2c(=O)c3c(ccc4ccccc43)oc21 | 103 | 99 | 96 | 110 | 101 | 126 | 88 | 106 | .
CN1c2ccccc2Sc2cc(/C=N/Nc3nc4ccccc4s3)ccc21 | 103 | 92 | 105 | 103 | 97 | 106 | 97 | 99 | 107
Fc1cc(C(F)(F)F)ccc1-c1cnc(Cl)nc1NC1CCCCCC1 | 91 | 92 | . | 80 | 91 | 124 | 102 | 94 | 106
Cc1ccc(C(=O)NN2C(=O)CSC2c2cccc([N+](=O)[O-])c2)cn1 (configuration not stated) | 85 | 106 | 96 | 87 | 99 | 84 | 93 | 104 | 107
Cc1ccccc1N=C(N)N | 84 | 117 | 105 | 129 | 96 | 125 | 110 | 101 | 104
O=S(=O)(NC1CC2CCC1C2)c1ccc2c(c1)C(=NO)c1cc(S(=O)(=O)NC3CC4CCC3C4)ccc1-2 (configuration not stated) | 37 | -35* | -64* | 59 | 63 | 39 | 63 | 8.9* | 4.9*
CC(C)Oc1nc(-c2cccnc2)nc2c1sc(=S)n2-c1ccccc1 | 94 | 96 | 90 | 71 | 98 | 108 | 94 | 95 | 95
Cc1sc2nc(NCCCN)[nH]c(=O)c2c1C | 77 | 90 | 89 | 73 | 94 | 103 | 87 | 90 | 96
O=C1c2cc(I)ccc2Oc2cc([N+](=O)[O-])ccc2N1c1ccc(Br)cc1F | 82 | 102 | 89 | 107 | 101 | 105 | 96 | 93 | 105
O=C(/C=C/c1ccc(Cl)c(Cl)c1)c1cccs1 | 75 | 102 | 81 | 87 | 88 | 100 | 86 | 96 | 100
CN1CCN(CC#CCn2c3c(c4ccccc42)C[C@]2(C)[C@H]4CC[C@@H]5[C@H]6[C@H]7OC(=O)[C@@]6(CCC7(C)C)CC[C@@]5(C)[C@]4(C)CC[C@H]2C3(C)C)CC1 | 113 | 89 | 25 | 58 | 104 | 106 | 88 | 93 | 35
N#Cc1ccccc1Cn1cc(CSc2nc3ccccc3o2)nn1 | 89 | 97 | 103 | 101 | 99 | 113 | 93 | 95 | 112
Nc1nnc(CSc2nnc3n(Cc4ccccc4)c(=O)c4c5c(sc4n23)CCCC5)s1 | 99 | 105 | 93 | 91 | 276 | 105 | 100 | 41 | 110
O=Cc1cc(Cl)ccc1O | 93 | 104 | 113 | 101 | 118 | 120 | 95 | 104 | 118
Nc1nc(Nc2ccc(Cl)cc2)nn1S(=O)(=O)c1ccc(-c2ccc(F)cc2)cc1 | 79 | 94 | 89 | 67 | 99 | 83 | 89 | 76 | 89
NC1=NC(c2ccc(OCc3ccccc3)cc2)n2c(nc3ccccc32)N1 (configuration not stated) | 74 | 97 | 96 | 90 | 104 | . | 111 | 92 | 109

An excerpt from above in order of molar mass, ascending.
SMILES | SNB-75 | SF-539 | U251 | PC-3 | SF-295 | HCC-2998 | SNB-19 | SF-268 | DU-145
O=Cc1cc(Cl)ccc1O | 93 | 104 | 113 | 101 | 118 | 120 | 95 | 104 | 118
Cc1sc2nc(NCCCN)[nH]c(=O)c2c1C | 77 | 90 | 89 | 73 | 94 | 103 | 87 | 90 | 96
Cn1c(=O)ccc2c(=O)c3c(ccc4ccccc43)oc21 | 103 | 99 | 96 | 110 | 101 | 126 | 88 | 106 | .
O=C(/C=C/c1ccc(Cl)c(Cl)c1)c1cccs1 | 75 | 102 | 81 | 87 | 88 | 100 | 86 | 96 | 100
COc1cc(OC)c(-c2nc3ccccc3s2)c(OC)c1 | 79 | 101 | 99 | 82 | 101 | 119 | 98 | 92 | 108
N#Cc1ccccc1Cn1cc(CSc2nc3ccccc3o2)nn1 | 89 | 97 | 103 | 101 | 99 | 113 | 93 | 95 | 112
Cc1ccc(C(=O)NN2C(=O)CSC2c2cccc([N+](=O)[O-])c2)cn1 (configuration not stated) | 85 | 106 | 96 | 87 | 99 | 84 | 93 | 104 | 107
Oc1ccc(CCC2CCCC(CCc3ccc(OCCF)cc3)N2)cc1 (configuration not stated) | 79 | 104 | 86 | 88 | 96 | 88 | 101 | 99 | 109
CC(C)Oc1nc(-c2cccnc2)nc2c1sc(=S)n2-c1ccccc1 | 94 | 96 | 90 | 71 | 98 | 108 | 94 | 95 | 95
Fc1cc(C(F)(F)F)ccc1-c1cnc(Cl)nc1NC1CCCCCC1 | 91 | 92 | . | 80 | 91 | 124 | 102 | 94 | 106
CN1c2ccccc2Sc2cc(/C=N/Nc3nc4ccccc4s3)ccc21 | 103 | 92 | 105 | 103 | 97 | 106 | 97 | 99 | 107
Nc1nc(Nc2ccc(Cl)cc2)nn1S(=O)(=O)c1ccc(-c2ccc(F)cc2)cc1 | 79 | 94 | 89 | 67 | 99 | 83 | 89 | 76 | 89
Nc1nnc(CSc2nnc3n(Cc4ccccc4)c(=O)c4c5c(sc4n23)CCCC5)s1 | 99 | 105 | 93 | 91 | 276 | 105 | 100 | 41 | 110
O=S(=O)(NC1CC2CCC1C2)c1ccc2c(c1)C(=NO)c1cc(S(=O)(=O)NC3CC4CCC3C4)ccc1-2 (configuration not stated) | 37 | -35* | -64* | 59 | 63 | 39 | 63 | 8.9* | 4.9*
C[n+]1cc[nH]c1CN(c1ccc(Cl)cc1)[C@@H]1c2cc(S(=O)(=O)N3CCCCC3)ccc2OC(C)(C)[C@H]1O | 70 | 99 | 89 | 70 | 83 | 94 | 92 | 78 | 102
O=C1c2cc(I)ccc2Oc2cc([N+](=O)[O-])ccc2N1c1ccc(Br)cc1F | 82 | 102 | 89 | 107 | 101 | 105 | 96 | 93 | 105
CN1CCN(CC#CCn2c3c(c4ccccc42)C[C@]2(C)[C@H]4CC[C@@H]5[C@H]6[C@H]7OC(=O)[C@@]6(CCC7(C)C)CC[C@@]5(C)[C@]4(C)CC[C@H]2C3(C)C)CC1 | 113 | 89 | 25 | 58 | 104 | 106 | 88 | 93 | 35

Carrying on.
SMILES | SNB-75 | SF-539 | U251 | PC-3 | SF-295 | HCC-2998 | SNB-19 | SF-268 | DU-145
CCCNC(=O)Oc1ccc(/C(=C(/C)Cc2ccc(OC)cc2)c2ccc(OCCN3CCCCC3)cc2)cc1 | 64 | 94 | 70 | 77 | 102 | 85 | 94 | 82 | 97
O=C(CS(=O)(=O)c1oc(-c2ccc(Cl)cc2)nc1S(=O)(=O)c1ccccc1)N1CCCC1 | 56 | -79* | 37 | 79 | 81 | 22 | 81 | 74 | -100*
CCNC(=O)c1[nH]cc(-c2ccccc2)c1-c1cc(OC)c(OC)c(OC)c1 | 87 | 99 | 102 | 96 | 99 | 102 | 100 | 104 | 113
CCC1CCc2nc3sc(C(=O)Nc4cccc(F)c4)c(N)c3cc2C1 (configuration not stated) | 52 | 59 | 56 | 64 | . | 92 | 77 | 68 | 60
COc1ccc(C2=NN(c3ccc(S(N)(=O)=O)cc3)C(c3cn(-c4ccccc4)nc3-c3ccc(C)cc3)C2)cc1 (configuration not stated) | 82 | 104 | 93 | 85 | 102 | 107 | 96 | 98 | 97
CC12CC3CC1C(C(=O)O2)C3C(=O)O (configuration not stated) | 102 | 97 | 103 | 101 | 101 | 96 | 99 | 99 | 106
Cc1ccc(Nc2cc(N)[nH]c(=O)n2)cc1C | 93 | 99 | 104 | 105 | 110 | . | 113 | 106 | 112
CCCCCCCCCCCCCCCCCCCC/C=C/C1CC(=O)OC1=O (configuration not stated) | 90 | 95 | 94 | 93 | 99 | 112 | 101 | 103 | 94
O=C1Nc2nc3ccccn3c2C(=O)[C@H](CCCCNC(=O)OCc2ccccc2)N1 | 80 | 97 | 99 | 96 | 96 | 105 | 101 | 103 | 118
Cc1ccc(Sc2oc(-c3ccc(C)cc3)nc2P(=O)(O)O)cc1 | 101 | 92 | 102 | 100 | 111 | 101 | 104 | 102 | 112
COc1cc(/C=N/Nc2ncnc3c2c(C)nn3-c2ccc(F)cc2)cc(OC)c1OC | 80 | 87 | 99 | 83 | 103 | 97 | 105 | 94 | 105
O=C(NNC(=S)Nc1ccc(Cl)cc1)c1ccc(Nc2ncnc3c2cnn3-c2cccc(F)c2)cc1 | 91 | 92 | 86 | 80 | 99 | 98 | 90 | 83 | 100
Cn1ccc(=O)[nH]c1=O | 89 | 114 | 104 | 90 | 118 | 104 | 99 | 106 | 111
O=c1ccc(=O)n(-c2nc(O)c(N=Nc3ccccc3)s2)[nH]1 | 91 | 101 | 100 | 89 | 102 | 109 | 98 | 93 | 103
CCOC(=O)C1=C(C)NC(=O)NC1c1ccc(OCC(=O)N=Nc2c(O)[nH]c3ccc(C)cc23)cc1 (configuration not stated) | 88 | 91 | 92 | 72 | 99 | 100 | 87 | 91 | 97
COC(=O)C(C)(C)C1Oc2ccc(F)cc2C(=O)/C1=C\NS(=O)(=O)c1ccc(OC)cc1 (configuration not stated) | 112 | 94 | 102 | 89 | 102 | 102 | 116 | 103 | 104
COc1ccccc1C(C[N+](=O)[O-])c1c(-c2ccccc2)[nH]c2cc(C)ccc12 (configuration not stated) | 43 | 84 | 84 | 69 | 54 | 94 | 81 | 79 | 101
COc1ccc(C(=O)N/N=C2\c3ccccc3-c3cccc(C(=O)O)c32)cc1 | 69 | 101 | 100 | 96 | 96 | 105 | 94 | 96 | 112
CC(C)C(=O)OC/C=C/c1ccccc1 | 101 | 98 | 103 | 95 | 99 | 110 | 116 | 111 | 111
